SRC1 TRFRET art – counter-screen for PPARgamma SRC-1 recruitment agonists: TR-FRET artefact. actives 0.34% (n = 99,000). AID 1051. TR-FRET ratio at 8 µM. TR-FRET detection artefact counter-screen, emission ratio; active compounds read high; in the data active = TR-FRET ratio above about 2300; note: inactives centre near 1800; reference of the scale not given here
SRC3 TRFRET art – TR-FRET artefact, counter-screen to PPARgamma/SRC-3 agonist assay. actives 0.39% (n = 99,000). PPARgamma/SRC-3 format; active compounds read high. TR-FRET ratio at 8 µM; in the data active = TR-FRET ratio above about 2000; note: inactives centre near 1600; reference of the scale not given here
Active calls of the source: *; & = joins results of further samples.

mol | SRC3 TRFRET art | SRC1 TRFRET art
CC(=O)Cc1nsc(NC(=O)c2ccccc2Cl)n1 | 1483 | 1531
COc1ccc(/C=C(\C#N)C(=O)OCC(=O)N2CC(C)OC(C)C2)cc1 (stereo unspecified) | 1617 | 1971
Cc1ccc(NC(N)=S)cc1 | 1585 | 1798
Cn1c(SCC(=O)Nc2ccc(F)cc2F)nnc1-c1cccnc1 | 1566 | 1828
CC(C(=O)Nc1sc2c(c1C(=O)NCC1CCCO1)CCC2)N1C(=O)c2ccccc2C1=O (stereo unspecified) | 1511 | 1507
O=C(Nc1ccccc1)/C(=C\c1cccs1)NC(=O)c1ccccc1 | 1497 | 1835
N#Cc1sc2nc(-c3ccccc3)cc(C(F)(F)F)c2c1N | 1554 | 1891
CN(C)S(=O)(=O)c1ccc(S(=O)(=O)N2CCN(CCC#N)CC2)cc1 | 1715 | 1628
O=C(COC(=O)/C=C/c1cccc(Br)c1)NCCC1=CCCCC1 | 1743 | 1668
COc1cc(CNCc2ccccn2)ccc1OCc1ccccc1Cl | 1566 | 1840
Cc1ccc(NC(=O)CCN2C(=O)c3cccc4cccc(c34)C2=O)cc1 | 1499 | 1804
Fc1ccc(-n2c(Cc3cccs3)n[nH]c2=S)cc1Cl | 1721 | 1604
Cc1ccc(-c2cn(-c3ccccc3)c(SCC(=O)NC3CCS(=O)(=O)C3)n2)cc1C (stereo unspecified) | 1627 | 1801
Cc1ccnc(NS(=O)(=O)c2ccc(NC(=O)c3ccc(Br)o3)cc2)n1 | 1567 | 1907
CCOc1ccc(NC(=O)CSc2nc3ccccc3c(=O)n2Cc2cccs2)cc1 | 1644 | 1896
Cc1ccc(S(=O)(=O)N2CCOCC2)cc1C(=O)NC1CCCCC1 | 1562 | 1928
C/C(=N\NC(=O)c1ccccc1)c1nc2ccccc2n1C | 1448 | 1568
CC(C)CCNC(=O)CCC(=O)NNc1nc2ccccc2c2nc(-c3ccccc3)nn12 | 1618 | 1708
CCCOC(=O)C1=C(C)N(C)C(=O)NC1c1cc2c(cc1[N+](=O)[O-])OCO2 (stereo unspecified) | 1453 | 1752
CCc1noc(C)c1C(=O)Nc1nnc(C2CCCCC2)s1 | 1164 | 1761

mol | SRC3 TRFRET art | SRC1 TRFRET art
COc1ccc2c(c1)O[C@@H](c1cccc(C(F)(F)F)c1)[C@H](OC(=O)N[C@H]1CCCc3ccccc31)C2=O | 1457 | 1778
CCn1cc(C(=O)NCc2ccco2)c(=O)c2cc(F)c(N3CCN(C(=O)c4ccco4)CC3)cc21 | 1753 | 1982
Brc1ccccc1C1CC(c2ccccc2)=Nc2ccccc2N1 (stereo unspecified) | 1702 | 1739
Cc1ccc(C)c(N(C(=O)c2snc(C(N)=O)c2N)C(C(=O)NCC2CCCO2)c2cccs2)c1 (stereo unspecified) | 1404 | 1493
O=C(c1cc2ccccc2o1)N1CCCC1 | 1746 | 1864
O=c1c2ccccc2[nH]c(=S)n1CCN1CCC(=C(c2ccc(F)cc2)c2ccc(F)cc2)CC1 | 1638 | 1519
Nc1ccc(-c2cc(-c3ccc(N)cc3)nc(-c3ccccc3)n2)cc1 | 1550 | 1727
CC(C)(C)C(=O)NC(=S)Nc1ccccc1C(N)=O | 1499 | 1610
O=C1NC(CCc2ccccc2)C(=O)N1Cc1ccc(Br)cc1 (stereo unspecified) | 1518 | 1683
COc1ccccc1OCCN1CSC(=S)N(C)C1 | 1469 | 1984
COc1ccccc1-c1nnc(SCC(=O)NC2CCS(=O)(=O)C2)n1N (stereo unspecified) | 1644 | 2003
O=C(CC(=O)c1cccc([N+](=O)[O-])c1)Nc1ccccc1Cl | 1515 | 1941
O=C(NNC(=O)C1CCCN(S(=O)(=O)c2ccc3ccccc3c2)C1)C1CC1 (stereo unspecified) | 1855 | 1939
Cc1nn(C)c(C(=O)N2CCN(C(=O)c3ccco3)CC2)c1Br | 1433 | 1728
O=C(/C=C/c1ccccc1)NC1CCCc2ccccc21 (stereo unspecified) | 1570 | 1856
COc1ccc(N2CCN(CC(O)COc3ccccc3[N+](=O)[O-])CC2)cc1 (stereo unspecified) | 1453 | 1799
CN(C)c1ccc(/C=N/NC(=O)c2nonc2N)cc1[N+](=O)[O-] | 1686 | 1822
CCn1c(=O)n(CC(=O)Nc2cccc(OC)c2)c(=O)c2ccccc21 | 1515 | 1961
COc1ccc(CC2S/C(=N/N=C/c3ccc(O)cc3)NC2=O)cc1 (stereo unspecified) | 1409 | 1907
CCc1nnc(NC(=O)CSc2nc3c(c(=O)n2C)SC(C)C3)s1 (stereo unspecified) | 1508 | 1886

mol | SRC3 TRFRET art | SRC1 TRFRET art
COc1ccc(OC)c(Nc2nc(-c3ccc(O)c(O)c3)cs2)c1 | 1746 | 2129
COc1cccc(CNC2CCCc3ccccc32)c1OC (stereo unspecified) | 1465 | 1821
O=C(Nc1cccc(O)c1)C(=O)Nc1ccccn1 | 1619 | 1741
O=C(O)CC(NC(=O)COc1ccccc1)c1cccc([N+](=O)[O-])c1 (stereo unspecified) | 1462 | 1855
NS(=O)(=O)c1ccc(CCNC(=O)c2cccc(OC(F)F)c2)cc1 | 1704 | 1687
COc1cc(S(=O)(=O)N2CCOCC2)ccc1NC(=O)CN1c2cccc3cccc(c23)S1(=O)=O | 1846 | 1758
O=S(=O)(NNc1ccc(Cl)nn1)c1ccc(F)cc1 | 1714 | 1723
CCOC(=O)Cn1nc(-c2ccccc2)c2cnc3ccc(CC)cc3c21 | 1504 | 1502
CCN(CC)c1ccc(NC(=O)Cn2c(C(C)NC(=O)c3ccc(C)cc3)nc3ccccc32)cc1 (stereo unspecified) | 1465 | 1903
Cc1nc2ccccc2c2oc(C(=O)N3CCC(N4CCCCC4)CC3)cc12 | 1545 | 1608
OCCC1CN(Cc2ccc3ncccc3c2)CCN1Cc1ccccc1 (stereo unspecified) | 1628 | 1746
CCCNS(=O)(=O)c1cc(Br)cc2c1N(C(=O)CC)CC2 | 1441 | 1884
CCCN1CNc2c(c(=O)[nH]c(=S)n2CCc2ccccc2)C1 | 1340 | 1737
COc1ccc(CCNCC(O)c2ccccc2)cc1 (stereo unspecified) | 1336 | 1447
CCNc1c(NC(C)=O)c(=O)oc2ccccc12 | 1689 | 1781
Cc1cccc(CSc2nc3c(c(=O)[nH]2)CCC3)c1 | 1534 | 1934
Cc1ccc(S(=O)(=O)NC2c3cccc4cccc(c34)C2Sc2nncn2C)cc1 (stereo unspecified) | 1568 | 1673
COC(=O)C1=NNC(C(=O)c2ccco2)C1c1ccccc1 (stereo unspecified) | 1428 | 1709
Cc1ccc2nc(SCC(=O)NNC(=O)c3ccccc3)[nH]c2c1 | 1603 | 1887
CCO/C=C1\C(=O)N(c2ccc(OCC)cc2)C(=O)c2ccccc21 | 1530 | 1452

Compound profiles (already shown). Values in the order: SRC3 TRFRET art	SRC1 TRFRET art
CCCN1CNc2c(c(=O)[nH]c(=S)n2CCc2ccccc2)C1 is listed as 1340	1737
COC(=O)C1=NNC(C(=O)c2ccco2)C1c1ccccc1 (stereo unspecified) is listed as 1428	1709
NS(=O)(=O)c1ccc(CCNC(=O)c2cccc(OC(F)F)c2)cc1 is listed as 1704	1687
CCN(CC)c1ccc(NC(=O)Cn2c(C(C)NC(=O)c3ccc(C)cc3)nc3ccccc32)cc1 (stereo unspecified) is listed as 1465	1903

Four entries out of the list, sorted by SMILES length, rising:
mol | SRC3 TRFRET art | SRC1 TRFRET art
O=C(c1cc2ccccc2o1)N1CCCC1 | 1746 | 1864
CCCN1CNc2c(c(=O)[nH]c(=S)n2CCc2ccccc2)C1 | 1340 | 1737
Cc1ccc2nc(SCC(=O)NNC(=O)c3ccccc3)[nH]c2c1 | 1603 | 1887
O=C(O)CC(NC(=O)COc1ccccc1)c1cccc([N+](=O)[O-])c1 (stereo unspecified) | 1462 | 1855

More entries.
mol | SRC3 TRFRET art | SRC1 TRFRET art
Cc1c(Cl)cccc1NC(=S)N1CCN(c2ncccn2)CC1 | 1497 | 1884
COC(=O)c1ccccc1C(=O)N1CCCC(C(=O)c2cc(F)ccc2F)C1 (stereo unspecified) | 1401 | 1744
Cc1[nH]n(-c2ccccc2)c(=O)c1C=Nc1ccc(S(=O)(=O)N(C)C)cc1 | 1453 | 1574
O=C(NCC1CCCO1)c1cccc(S(=O)(=O)NCc2ccccc2)c1 (stereo unspecified) | 1762 | 1790
c1ccc(C2=Nc3c(ccc4ccccc34)C(c3ccncc3)=NN2)cc1 | 1456 | 1726
CN(C(=O)c1cccn(Cc2ccccc2)c1=O)c1ccccc1 | 1723 | 1799
CCN1CCN(CCCN(Cc2cccs2)C(=S)Nc2ccccc2C)CC1 | 1537 | 1797
CS(=O)(=O)N1CCC(C(=O)N2CCN(c3ccc(F)cc3)CC2)CC1 | 1466 | 1807
COc1cc(NC(=S)N2CCc3ccccc3C2)cc(OC)c1 | 1512 | 1883
Nc1ccc(C(=O)OCC(=O)Nc2ccc3c(c2)OCO3)cc1[N+](=O)[O-] | 1466 | 1706
CCOC(=O)CNS(=O)(=O)c1ccc(C)cc1 | 1633 | 2106
O=C(NC(CC(=O)N1CCN(c2ccccc2)CC1)c1ccccc1)c1ccccc1Cl (stereo unspecified) | 1703 | 1936
NS(=O)(=O)c1ccc(NC(=S)NCc2ccccc2Cl)cc1 | 1741 | 1917
COC(=O)c1sccc1NC(=S)N1CCN(c2ccccc2F)CC1 | 1482 | 1844
O=C(Cc1cc(=O)[nH][nH]1)N/N=C/c1cccc(Cl)c1Cl | 1693&1585 | 2119&1636
CNc1ccc(SC#N)cc1 | 1763 | 1575
CN(C)S(=O)(=O)c1cccc(NC(=O)c2n[nH]c(=O)c3ccccc23)c1 | 1504 | 1891
COC(=O)c1sc(NC(=S)NC(=O)c2ccccc2C)nc1C | 1912 | 2085
C/C(=N/NC(=S)Nc1ccccc1)c1ccc2c(c1)OCO2 | 1559 | 1780
C/C(=N\NC(=O)c1ccc(CN(C)S(=O)(=O)c2ccc(C)cc2)cc1)c1ccc(OC(F)F)cc1 | 1770 | 2146

mol | SRC3 TRFRET art | SRC1 TRFRET art
CCN(CC)C(=O)NCc1c(C)cc(C)cc1C | 1455 | 1883
CCOC(=O)CNCCC(=O)c1ccc(Br)cc1 | 1476 | 1801
CC1CCN(C(=S)c2cccc(O)c2)CC1 | 1657 | 2048
CCn1c(SC2CCOC2=O)nnc1-c1ccc(Cl)cc1 (stereo unspecified) | 1659 | 1604
COc1ccc(-c2ccc3c(n2)sc2c(=O)[nH]c(=O)[nH]c23)cc1OC | 1527 | 1744
Cn1cc(Cl)c(C(=O)Nc2nc3ccc([N+](=O)[O-])cc3s2)n1 | 1654 | 1842
Cc1cc(C)n2c(=O)c3ccc(Cl)cc3nc2c1C#N | 1533 | 1648
CCSc1nnc(NC(=O)CSc2nnc(CNC(=O)c3cc(OC)c(OC)c(OC)c3)o2)s1 | 1335 | 1660
O=C1CSC(c2cccc([N+](=O)[O-])c2)N1c1ccccc1F (stereo unspecified) | 1808 | 2051
O=C(CCCc1ccccc1)NCc1cccnc1 | 1747 | 1486
COc1ccc(NC(=O)c2ccc3nc(-c4ccccc4)c(-c4ccccc4)nc3c2)c(OC)c1 | 1415 | 1708
CC(C)(C)C(=O)NC(=S)Nc1ccccc1N1CCCC1 | 1544 | 1560
Cc1cc(C(=O)Nc2sc3c(c2C#N)CCCC3)no1 | 1653 | 1993
O=C(NN1C(=O)C2C3c4ccccc4C(c4ccccc43)[C@@H]2C1=O)c1ccccc1 (stereo partly specified) | 1383 | 1603
CC(C)(C)NC(=O)C(c1ccco1)N(C(=O)Cn1nnc(-c2ccc(F)cc2)n1)c1cccc(F)c1 (stereo unspecified) | 1723 | 1932
Cc1cc2ccccn2c1C(=O)Nc1ccccc1 | 1746 | 2075
Cc1ccc(CSc2nnc(SCC(=O)N/N=C/C=C/c3ccco3)s2)cc1 | 1725 | 1824
CCOC(=O)c1sc2nccc(OC)c2c1N=CNOC | 1295 | 1763
COc1cc(/C=C2\SC(N)=NC2=O)ccc1OCC(=O)Nc1ccc(C)cc1 | 1427 | 1688
CC(=O)c1ccc(OCC(=O)c2cc(C)n(-c3ccc4c(c3)OCO4)c2C)cc1 | 1691 | 1772

mol | SRC3 TRFRET art | SRC1 TRFRET art
Cc1nc2ccccc2c2c(N)c3ccccc3n12 | 1660 | 2087
C#CCOCCOCCOCCNc1nc(N2CCN(C(=O)[C@H](CCC(=O)O)n3cc(C(N)[C@H](C)CC)nn3)CC2)nc(N2CCN(C(=O)[C@H](Cc3cc4ccccc4[nH]3)n3cc(C(N)[C@H](C)CC)nn3)CC2)n1 (stereo partly specified) | 1366 | 1640
Cc1ccc2cc3c(N)c4c(C)ccc(C)c4nc3nc2c1 | 1546 | 1892
C=CSc1sc(Cl)c(N(CC)CC)c1[N+](=O)[O-] | 1469 | 1796
CC(C)c1ccc(NC(=S)N(C)CCc2ccccn2)cc1 | 1691 | 1953
O=C(O)CCN1C(=O)C2C3CC(C2C1=O)C1C(c2ccccc2)c2sc(=O)n(-c4ccccc4)c2SC31 (stereo unspecified) | 1754 | 1650
Cc1ccc(-c2ccccc2)n1-c1ccc(C(=O)O)cc1 | 1638 | 1628
Cc1ccc(C(=O)Oc2cc(N)n(S(=O)(=O)c3ccc(C)cc3)n2)cc1 | 1398 | 1630
CCc1nc2sc3ccccc3c(=O)c2c(=O)n1Cc1ccco1 | 1434 | 1882
CCOc1ccc(NC(=O)/C=C/c2ccc(OC)cc2)c([N+](=O)[O-])c1 | 1572 | 2149
CN(C)S(=O)(=O)N1CCN(c2ccc([N+](=O)[O-])c(N3CCOCC3)c2)CC1 | 1606 | 1822
CCCCC(CC)CNC(=O)Cn1c(=O)[nH]c2ccsc2c1=O (stereo unspecified) | 1594 | 1963
C/C(=N/NC(=O)C1CCN(S(=O)(=O)c2ccc(C)cc2)CC1)c1cccc([N+](=O)[O-])c1 | 1582 | 1860
COc1cccc(C(=O)Nc2ccc(C(F)(F)F)n(C)c2=O)c1 | 1727 | 2029
O=C(COC(=O)CNC(=O)c1ccccc1F)Nc1cccc(S(=O)(=O)N2CCCCCC2)c1 | 1653 | 1772
CC(C)(C)NC(=O)C(c1cccs1)N(Cc1cccs1)C(=O)c1ccc(CN2CCOCC2)o1 (stereo unspecified) | 1622 | 2051

Screening results deposited in PubChem BioAssay by The Scripps Research Institute Molecular Screening Center.

Rows were taken by chance (roughly 0.65% active in at least one column).
